Source: PubChem
M1 PAM – potentiates human M1 receptor response to acetylcholine; activation, % at 3 µM; P11229; AID 588819; 0.088% of 360,000 active; CHO-K1 hM1, Fluo-8 calcium fluorescence, ACh EC20; 0% = ACh EC20, 100% = maximal ACh; in the data active means activation above about 19%, passing the limit was not always enough
Target sequence (P11229 whole entry, looked up): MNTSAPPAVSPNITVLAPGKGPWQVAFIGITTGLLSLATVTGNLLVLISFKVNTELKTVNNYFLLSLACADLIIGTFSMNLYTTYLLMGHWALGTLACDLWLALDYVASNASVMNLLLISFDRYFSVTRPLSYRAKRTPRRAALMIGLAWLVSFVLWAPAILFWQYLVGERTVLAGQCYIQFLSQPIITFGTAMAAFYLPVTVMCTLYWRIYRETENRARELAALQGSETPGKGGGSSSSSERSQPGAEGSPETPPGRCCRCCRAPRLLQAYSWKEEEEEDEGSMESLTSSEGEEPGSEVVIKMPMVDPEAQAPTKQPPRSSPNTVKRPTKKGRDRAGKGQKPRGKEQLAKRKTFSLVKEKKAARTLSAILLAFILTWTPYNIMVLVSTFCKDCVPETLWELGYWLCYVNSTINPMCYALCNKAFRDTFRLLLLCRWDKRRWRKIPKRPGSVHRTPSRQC
CHRM1 agonist – human M1 muscarinic receptor agonism. CHO-K1 hM1, Fluo-8 calcium fluorescence, agonist mode; 0% DMSO, 100% acetylcholine EC100. activation, % at 3 µM. 0.33% of 360,000 active. AID 588814;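 active means activation above the run's mean compound activation plus 3 SD, cut at about 16% in these data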;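 further: peak over basal fluorescence ratio within a 140 s kinetic read after compound addition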
M1 ag parental – counter-screen for M1 agonists: effect in parental CHO-K1 cells. Fluo-8 calcium fluorescence; scaled to maximal ATP response, vehicle zero. activation, % at 3 µM. 0.48% of 360,000 active; in the data active means activation above about 15%;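 further: untransfected CHO-K1 host cells lacking M1 receptor as counterscreen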
CHRM1 antagonist – human CHRM1 antagonism | P11229 | CHO-K1 hM1, Fluo-8 calcium fluorescence, ACh EC80 antagonist | 1.3% of 360,000 active | inhibition, % at 3 µM | AID 588852;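 active means percent inhibition above its own plate's cutoff, namely the mean of that plate's compound wells plus 3 SD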;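 further: peak over basal fluorescence ratio during 140 s after agonist addition; 0% = ACh EC80 plus DMSO and 100% = DMSO alone without agonist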
CHO-K1 Ca antag – nonselective inhibitor or artifact in parental CHO-K1 cells; ATP-induced calcium, Fluo-8 fluorescence; inhibition, % at 3 µM; 0.6% of 360,000 active;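 active means inhibition above a per-plate cutoff, the plate's mean sample inhibition plus 3 SD, cut at about 24% in these data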;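 further: 0% = DMSO plus EC80 ATP and 100% = DMSO alone without ATP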
TAAR1 antag – antagonists of human TAAR1; AID 624466; inhibition, % at 3 µM; CHO RD-HGA16 TAAR1, Fluo-8 calcium fluorescence, antagonist; Q96RJ0; 1.5% of 360,000 active;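 active means inhibition above a per-plate cutoff, the mean inhibition of test compounds on that plate plus 3 SD, cut at about 49% in these data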;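 further: 0% = DMSO plus EC80 beta-PEA response and 100% = DMSO alone without agonist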
Target sequence (Q96RJ0 whole entry, looked up): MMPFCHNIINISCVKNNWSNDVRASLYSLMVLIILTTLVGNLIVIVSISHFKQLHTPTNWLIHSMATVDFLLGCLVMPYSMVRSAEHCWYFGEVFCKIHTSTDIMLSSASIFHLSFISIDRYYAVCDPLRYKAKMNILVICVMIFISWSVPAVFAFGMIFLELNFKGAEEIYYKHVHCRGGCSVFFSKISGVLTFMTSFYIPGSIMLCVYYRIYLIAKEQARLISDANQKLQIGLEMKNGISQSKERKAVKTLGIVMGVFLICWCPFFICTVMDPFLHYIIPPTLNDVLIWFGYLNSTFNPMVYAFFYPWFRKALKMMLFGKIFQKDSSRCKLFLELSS
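Material: RD-HGA16 CHO cells with stable hTAAR1 and Gα16; Dosing: single nominal final test compound concentration of 3 µM; Schedule: seeding 17-24 h prior, 75-min 37 °C, 30-min RT dye loading; Detection: kinetic Fluo-8 calcium fluorescence measurement; Measure: % inhibition from peak post-agonist over basal fluorescence ratio; Benchmarks: vehicle and agonist controls.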
CHO parental Ca – signal in parental CHO cells, OX1R antagonist counter-screen | parental CHO-K1, ATP-induced calcium, Fluo-8 fluorescence | inhibition, % at 5.6 µM | 0.63% of 330,000 active | AID 463079;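 active means inhibition above that plate's mean sample inhibition plus 3 SD, cut at about 26% in these data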;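 further: 0% = ATP-challenged DMSO wells and 100% = DMSO wells without ATP; some compounds past the cut are filed as inactive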
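Test system: untransfected parental CHO cell line. Compound: one dose, 5.6 µM nominal. Detection: intracellular calcium via Fluo-8 no-wash fluorescent dye. Measure: % inhibition. Benchmarks: ATP-challenged DMSO wells low, unchallenged DMSO wells high.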
CHO-K1 Ca PAM – counter-screen for M1 PAMs: effect in parental CHO-K1 cells; ATP EC20, Fluo-8 calcium fluorescence; 0% at ATP EC20, 100% at ATP max; activation, % at 3 µM; 0.02% of 360,000 active;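 active means activation above the run cutoff, the mean activation of all test compounds plus 3 SD, cut at about 40% in these data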;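 further: peak over basal fluorescence ratio in a 140 s read after ATP addition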
TAAR1 agonist – human TAAR1 agonism; CHO RD-HGA16 TAAR1, Fluo-8 calcium fluorescence; vehicle wells 0%, saturating PEA agonist 100%; activation, % at 3 µM; AID 624467; 0.99% of 360,000 active;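 active means activation above the mean activation of all test compounds in the run plus 3 SD, cut at about 38% in these data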
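Repeats: no replicates (n 1) | Material: CHO-derived RD-HGA16 cells with stable Gα16 and human TAAR1 | Technique: Kinetic Fluo-8 calcium fluorescence | Schedule: 17-24 h seeding, 75 min 37 °C dye, 30 min RT | Evaluation: % activation from peak over basal fluorescence ratio, DMSO-to-PEA scaled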
* = called active by the depositor; . = no result given.

(1) O=C1CC(c2ccco2)CC(O)=C1C=NCCN1CCN(C(=O)Nc2ccc(Cl)cc2)CC1 (stereo not drawn)
(2) N#Cc1ccccc1OCC(=O)NC1CCCCC1
(3) Cc1cccc(N(C(=O)c2snc(C(N)=O)c2N)C(C)C(=O)NCC2CCCO2)c1 (stereo not drawn)
(4) COC(=O)[C@H]1C[C@H](OC(=O)NC2CC2)[C@@]2(O)CN(S(=O)(=O)c3ccc(C)cc3)CC2[C@H]1C(=O)OC (stereo partly drawn)
(5) Cc1nn(Cc2c(F)cccc2Cl)c(C)c1NC(=O)C1CC1
(6) CCOC(=O)C1CCCN(C(=O)c2ccc(Cl)c(S(=O)(=O)N3CCc4ccccc43)c2)C1 (stereo not drawn)
(7) Cn1cccc1C(=O)NC(=O)COC(=O)CNC(=O)c1ccc(Cl)cc1Cl
(8) CCN(CC)S(=O)(=O)c1ccc(S(=O)(=O)NCC2CCCO2)cc1 (stereo not drawn)
assay / entry | 1 | 2 | 3 | 4 | 5 | 6 | 7 | 8
M1 PAM | -1 | 5 | 7 | 16 | 6 | -5 | 9 | 3
CHRM1 agonist | -12 | -5 | -3 | -1 | -1 | -3 | -10 | -5
M1 ag parental | 0.3 | 0.1 | 0.0 | 0.7 | -0.1 | 8.5 | 0.8 | 0.5
CHRM1 antagonist | 4 | -13 | -4 | -15 | -12 | 12 | -6 | -7
CHO-K1 Ca antag | -6 | -9 | -7 | -3 | -11 | -21 | -8 | -16
TAAR1 antag | -30 | 3 | 19 | 14 | 19 | 25 | . | 1
CHO parental Ca | -20 | -17 | -5 | . | -6 | . | -11 | -9
CHO-K1 Ca PAM | 21 | 18 | 2 | 14 | 7 | 10 | 18 | 7
TAAR1 agonist | 1 | 4 | 5 | 6 | 2 | 4 | . | 6

(9) O=C(Nc1ccc(OCC(=O)N2CCOCC2)cc1)c1cncc(Br)c1
(10) N#Cc1cc(N2CCOCC2)nc2ccccc12
(11) CC1CCCCC1NC(=O)COC(=O)c1ccc2c(c1Cl)C(=O)c1ccccc1C2=O (stereo not drawn)
(12) CC(C)C(=O)Nc1ccccc1C(=O)OCC(=O)c1ccc2c(c1)OCCO2
(13) C=CC[C@H](CC(=O)N[C@H](CO)Cc1ccccc1)C(=O)N[C@H](COC(=O)[C@@H](CC=C)CC(=O)OC(C)(C)C)Cc1c[nH]c2ccccc12
(14) CCOc1ccccc1CN1CCC(n2nccc2NC(=O)CCc2ccccc2)CC1
(15) c1cc(-c2ccc3nncn3c2)ccc1CN1CCOCC1
(16) Cc1ccc(NC(=O)/C(=C\c2ccccc2)NC(=O)/C=C/c2ccccc2)cc1
assay / entry | 9 | 10 | 11 | 12 | 13 | 14 | 15 | 16
M1 PAM | 8 | 5 | 7 | -3 | -3 | 2 | 16 | -2
CHRM1 agonist | -7 | -7 | -6 | -5 | 1 | -5 | 9 | -5
M1 ag parental | 0.7 | -0.8 | 1.7 | 0.9 | -0.4 | 0.6 | -0.2 | 0.0
CHRM1 antagonist | -16 | -10 | -11 | 4 | 4 | -3 | -2 | 5
CHO-K1 Ca antag | -10 | -8 | -9 | -5 | -5 | -2 | -4 | -3
TAAR1 antag | -5 | 3 | 15 | 4 | 48 | -1 | -12 | -6
CHO parental Ca | -3 | -11 | -11 | -13 | -21 | -23 | . | -5
CHO-K1 Ca PAM | 29 | 9 | 13 | 23 | 1 | -10 | -8 | 0
TAAR1 agonist | 1 | -2 | 2 | 7 | 6 | 3 | 10 | 5

(17) COc1ccc(C(=O)/C=C2/C(=O)Nc3ccccc32)cc1
(18) COc1cc(OC)c(C=O)c(OC(=O)N2CCOCC2)c1
(19) CC1CCN(S(=O)(=O)N2CCC(C(=O)O)CC2)CC1
(20) O=C(c1cccnc1Cl)N(Cc1ccccc1)Cc1ccccc1
(21) COc1cc(CNc2nc3c(C)cc(C)cc3s2)ccc1O
(22) C/C(=N/NC(=O)c1cnccn1)c1cccs1
(23) CC1CCN(C(=O)Cn2cc(C(=O)c3ccco3)c3ccccc32)CC1
(24) CCN(C(=O)COC(=O)Cn1cnc2c1c(=O)n(C)c(=O)n2C)C1CCS(=O)(=O)C1 (stereo not drawn)
assay / entry | 17 | 18 | 19 | 20 | 21 | 22 | 23 | 24
M1 PAM | 18 | 5 | -2 | 0 | 3 | 6 | 3 | 18
CHRM1 agonist | -2 | -2 | -4 | -5 | -5 | -3 | 3 | 2
M1 ag parental | 2.2 | -0.1 | 0.0 | 1.6 | 2.0 | -0.1 | 0.3 | 0.1
CHRM1 antagonist | 1 | -4 | 5 | -2 | -6 | 6 | -2 | -15
CHO-K1 Ca antag | -3 | 10 | 6 | -7 | -13 | 2 | -4 | 8
TAAR1 antag | 9 | 1 | 2 | -8 | 0 | -28 | -17 | -21
CHO parental Ca | . | -1 | -7 | -16 | -8 | -2 | -14 | -1
CHO-K1 Ca PAM | 6 | -18 | 0 | 17 | 14 | 0 | 20 | 2
TAAR1 agonist | 5 | 6 | 2 | 0 | 7 | 7 | 7 | 5

(25) COC(=O)c1sccc1NC(=O)CC1C(=O)NCCN1C(=O)Nc1ccc(C(F)(F)F)cc1 (stereo not drawn)
(26) O=C(CSc1ccc(-c2cccnc2)nn1)N1CCCCCC1
(27) Cc1cc(NC(=O)Nc2cccc(C)c2C)no1
(28) OCC[C@@H]1C[C@H](O)[C@@H](O)[C@]2(OCc3cc(C(F)(F)F)ccc32)O1
(29) COc1ccccc1C(=O)N1CCN(c2cccc(Cl)c2)CC1
(30) O=C(NC(=S)Nc1ccc2oc(=O)ccc2c1)c1cccc(F)c1
(31) Cn1c(C(=O)NCC2CCCO2)cc2oc3ccccc3c21 (stereo not drawn)
(32) N#CC1=C(c2ccccc2)/C(=C/c2ccccc2)OC1=O
assay / entry | 25 | 26 | 27 | 28 | 29 | 30 | 31 | 32
M1 PAM | 9 | 10 | 9 | 5 | 2 | -1 | 3 | 13
CHRM1 agonist | 0 | -5 | 0 | -1 | -2 | -2 | 2 | 2
M1 ag parental | 1.0 | 0.8 | -0.2 | 0.0 | 1.7 | 0.1 | 1.4 | 1.1
CHRM1 antagonist | -15 | -11 | 5 | 17 | -12 | 12 | -4 | 4
CHO-K1 Ca antag | -8 | -18 | -1 | 15 | -6 | -2 | -3 | 5
TAAR1 antag | -6 | -14 | -19 | -2 | 3 | -13 | -1 | 58*
CHO parental Ca | -5 | -8 | 6 | . | -21 | 2 | -13 | -2
CHO-K1 Ca PAM | 15 | 11 | -2 | 3 | 15 | -6 | 12 | 19
TAAR1 agonist | 1 | 3 | 6 | 1 | 10 | 3 | 7 | 12

(33) Cc1ccc(NC(=O)CS(=O)CC(=O)N(C(C)C(=O)NC2CCCCC2)C(C)(C)C)cc1 (stereo not drawn)
(34) O=C(NC1CCCCC1)C1CCCN1C(=O)NCc1ccccc1 (stereo not drawn)
(35) COc1cc(/C=N/O)cc(Cl)c1OC
(36) Cc1cc(C)n(-c2ncc(C#N)cn2)n1
(37) CCOC(=O)C(Cc1ccnc2ccccc12)=NO
(38) O=C1CSC2(C(=O)N3CCCc4cccc2c43)N1c1cccc(C(F)(F)F)c1 (stereo not drawn)
(39) O=C(c1ccc(CS(=O)(=O)c2ccccc2)o1)N1CCN(c2ccccc2)CC1
(40) Cc1cc(C)nc(NS(=O)(=O)c2ccc(NC(=S)NC(=O)c3ccco3)cc2)n1
assay / entry | 33 | 34 | 35 | 36 | 37 | 38 | 39 | 40
M1 PAM | 2 | 0 | 1 | -8 | 1 | -22 | 3 | 0
CHRM1 agonist | -6 | -5 | -7 | -2 | -1 | -8 | -1 | -5
M1 ag parental | -0.1 | -0.1 | 0.0 | 0.0 | 1.5 | 0.1 | 4.3 | 0.7
CHRM1 antagonist | -2 | -1 | -1 | 1 | -2 | 89* | -5 | -2
CHO-K1 Ca antag | 2 | -3 | 0 | -3 | -4 | -8 | -11 | 3
TAAR1 antag | 15 | -11 | -3 | 4 | 16 | . | -17 | -15
CHO parental Ca | -26 | -4 | -12 | -21 | . | -21 | -15 | -9
CHO-K1 Ca PAM | -7 | 0 | 5 | 2 | 8 | 12 | 13 | 8
TAAR1 agonist | 0 | 11 | -1 | -1 | 1 | . | 3 | 1

Part of the list above, showing only TAAR1 agonist, CHO parental Ca and M1 ag parental.
cpd | SMILES | TAAR1 agonist | CHO parental Ca | M1 ag parental
35 | COc1cc(/C=N/O)cc(Cl)c1OC | -1 | -12 | 0.0
36 | Cc1cc(C)n(-c2ncc(C#N)cn2)n1 | -1 | -21 | 0.0
37 | CCOC(=O)C(Cc1ccnc2ccccc12)=NO | 1 | . | 1.5
38 | O=C1CSC2(C(=O)N3CCCc4cccc2c43)N1c1cccc(C(F)(F)F)c1 (stereo not drawn) | . | -21 | 0.1
39 | O=C(c1ccc(CS(=O)(=O)c2ccccc2)o1)N1CCN(c2ccccc2)CC1 | 3 | -15 | 4.3

The list continues:
(41) CCN(CC)C(=O)COc1ccc(-c2nnc(N3CCCCC3)c3ccccc23)cc1
(42) Cc1ccc2sc(N(CCCN(C)C)C(=O)c3nc4ccccc4s3)nc2c1C
(43) O/N=C1/C2C3C(Br)C4C5CC(C1C53)C24 (stereo not drawn)
(44) COc1ccccc1CN1C(=S)SC(C)(C)C1NO (stereo not drawn)
(45) Oc1ccccc1/C=N/NC(=S)NC1CC2C=CC1C2 (stereo not drawn)
(46) COc1ccc(S(=O)(=O)/N=C2\C=C(NS(=O)(=O)c3ccccc3)C(=O)c3ccccc32)cc1
(47) COC(=O)c1ccc(NC(=O)c2cc3sccc3n2C)cc1
(48) CCOc1ccccc1NS(=O)(=O)c1c[nH]c(C(=O)OC)c1
(49) C#CCOc1c(Cl)cc(C2C3=C(CCCC3=O)N(CC(=O)O)C3=C2C(=O)CCC3)cc1OC
assay / entry | 41 | 42 | 43 | 44 | 45 | 46 | 47 | 48 | 49
M1 PAM | 0 | 10 | -2 | 6 | 13 | -5 | 8 | 15 | 3
CHRM1 agonist | -6 | 2 | -5 | -4 | 4 | -3 | -2 | 4 | -2
M1 ag parental | 0.8 | 6.8 | 0.3 | 0.6 | 1.9 | -0.1 | 1.0 | 0.2 | -0.2
CHRM1 antagonist | 11 | -9 | -1 | -2 | -3 | 8 | -14 | -18 | -1
CHO-K1 Ca antag | 1 | 0 | 5 | -2 | 15 | -6 | -21 | 14 | -2
TAAR1 antag | -9 | -14 | 2 | -16 | 10 | 0 | 5 | -15 | -9
CHO parental Ca | -21 | -7 | -7 | -4 | 3 | -13 | -25 | 15 | -16
CHO-K1 Ca PAM | 8 | 4 | -6 | -4 | -15 | 25 | 14 | -6 | -12
TAAR1 agonist | 1 | 15 | 1 | 4 | 25 | -4 | 12 | 2 | 1

Full records from above. Screens in order: M1 PAM	CHRM1 agonist	M1 ag parental	CHRM1 antagonist	CHO-K1 Ca antag	TAAR1 antag	CHO parental Ca	CHO-K1 Ca PAM	TAAR1 agonist
`Oc1ccccc1/C=N/NC(=S)NC1CC2C=CC1C2` (stereo not drawn) in the list: 13	4	1.9	-3	15	10	3	-15	25
`COc1ccccc1CN1C(=S)SC(C)(C)C1NO` (stereo not drawn) in the list: 6	-4	0.6	-2	-2	-16	-4	-4	4
